High-throughput results from PubChem BioAssay.
VHR inh abs: blocks human VHR1 dual specificity phosphatase; P51452; recombinant VHR phosphatase, pNPP absorbance; inhibition, % at 13.3 µM; 290,000 compounds, 0.52% hits; in the data active = inhibition above about 50%; also: some compounds called inactive have numbers as strong as hits
Target sequence (P51452 whole entry, looked up): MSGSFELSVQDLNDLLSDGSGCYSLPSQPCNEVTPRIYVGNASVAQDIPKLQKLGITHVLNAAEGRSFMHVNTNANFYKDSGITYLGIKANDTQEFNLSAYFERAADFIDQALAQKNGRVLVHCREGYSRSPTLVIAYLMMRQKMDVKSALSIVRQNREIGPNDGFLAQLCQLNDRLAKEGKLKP
Rv3671c protease: Rv3671c (M. tuberculosis) protease inhibition | inhibition, % at 5.96 µM | 320,000 compounds, 0.048% hits | AID 2606; in the data active = inhibition above about 38%;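 also: extracellular domain of Rv3671c used as enzyme; 0% = enzyme with DMSO and 100% = no enzyme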
BioA inh: blocks M. tuberculosis BioA enzyme activity; purified M. tuberculosis BioA enzyme, plate reader; inhibition, % at 9.99 µM; 360,000 compounds, 0.096% hits; AID 602481; in the data active = inhibition above about 40%; inconclusive = no clear call, values can overlap the other calls
FadD28 FP inh: M. tuberculosis FadD28 bisubstrate binding inhibition. inhibition, % at 12.5 µM. 360,000 compounds, 0.22% hits. AID 588549. FadD28 bisubstrate probe binding, fluorescence polarization; in the data active = inhibition above about 8.5%, passing the limit was not always enough; inconclusive = no clear call, values can overlap the other calls
UGM FP inh: blocks M. tuberculosis UGM enzyme | 320,000 compounds, 0.06% hits | purified UGM, fluorescence polarization probe displacement | inhibition, % at 10 µM | AID 504406; in the data active = inhibition above about 10%, passing the limit was not always enough; inconclusive = no clear call, values can overlap the other calls
Target sequence (P9WIQ1 whole entry, looked up): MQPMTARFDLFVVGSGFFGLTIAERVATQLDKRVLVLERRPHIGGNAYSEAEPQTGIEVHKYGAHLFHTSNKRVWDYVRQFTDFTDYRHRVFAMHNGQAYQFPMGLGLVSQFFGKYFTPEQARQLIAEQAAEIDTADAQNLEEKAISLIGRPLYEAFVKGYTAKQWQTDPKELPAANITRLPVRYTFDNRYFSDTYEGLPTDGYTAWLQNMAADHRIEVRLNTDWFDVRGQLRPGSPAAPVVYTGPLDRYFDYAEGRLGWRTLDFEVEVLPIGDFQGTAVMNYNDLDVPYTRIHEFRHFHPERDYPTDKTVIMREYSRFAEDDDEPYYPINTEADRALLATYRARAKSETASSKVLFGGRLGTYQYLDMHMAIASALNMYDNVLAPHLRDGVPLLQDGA
GDH-TPI counter: inhibits GDH-TPI coupling enzymes, artifact for Mtb FBA screen; inhibition, % at 4.8 µM; GDH-TPI coupled enzyme counterscreen, NADH absorbance; 360,000 compounds, 1.2% hits;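 also: 0% = DMSO wells and 100% = wells lacking the enzyme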
MazF activator: activators of E. coli MazEF toxin-antitoxin RNase | P0AE70 | FAM/BHQ RNA-DNA oligo cleavage fluorescence, 5 h | activation, % at 20 µM | 350,000 compounds, 0.32% hits | AID 504720; in the data active = activation above about 50%
Target sequence (P0AE70 whole entry, looked up): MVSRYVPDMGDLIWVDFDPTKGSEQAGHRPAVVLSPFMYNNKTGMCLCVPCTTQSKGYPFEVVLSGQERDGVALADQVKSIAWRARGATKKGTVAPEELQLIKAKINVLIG
BoNT-F LC inh: BoNT F light chain protease inhibition | AID 588497 | 360,000 compounds, 0.22% hits | Multiplex microsphere protease cleavage assay, flow cytometry | inhibition, % at 10 µM; in the data active = inhibition above about 35%, passing the limit was not always enough; inconclusive = no clear call, values can overlap the other calls; also: plate controls were buffer without enzyme for full effect and enzyme alone for no effect
FBA Mtb inh: Mtb fructose-bisphosphate aldolase inhibition; P9WQA3; purified M. tuberculosis FBA, fluorescence read-out; inhibition, % at 1 µM; 360,000 compounds, 2.3% hits; AID 588726; in the data active = inhibition above about 27%;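 also: 0% = vehicle and 100% = reference inhibitor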
Target sequence (P9WQA3 whole entry, looked up): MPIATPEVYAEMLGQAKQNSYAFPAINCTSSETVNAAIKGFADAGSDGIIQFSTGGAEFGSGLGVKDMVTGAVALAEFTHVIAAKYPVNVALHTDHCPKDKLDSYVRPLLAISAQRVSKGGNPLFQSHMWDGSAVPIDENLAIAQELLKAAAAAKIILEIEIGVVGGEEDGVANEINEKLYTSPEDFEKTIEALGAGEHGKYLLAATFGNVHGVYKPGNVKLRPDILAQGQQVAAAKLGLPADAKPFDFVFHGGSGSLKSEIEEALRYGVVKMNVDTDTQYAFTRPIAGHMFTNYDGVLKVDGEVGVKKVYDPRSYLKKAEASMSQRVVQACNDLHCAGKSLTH
CCHFV vOTU inh: CCHFV vOTU protease inhibition; inhibition, % at 11.5 µM; 370,000 compounds, 0.55% hits; Pep-AMC fluorescence; also: 0% = vehicle wells with enzyme and 100% = no enzyme wells
Active calls of the source: *; ? = inconclusive; nt = not tested or not shown. Rule as the data show it, unless noted: active = inhibition above about 30%; inactive = the rest.

SMILES | VHR inh abs | Rv3671c protease | BioA inh | FadD28 FP inh | UGM FP inh | GDH-TPI counter | MazF activator | BoNT-F LC inh | FBA Mtb inh | CCHFV vOTU inh
CN(CC(=O)Nc1cc([N+](=O)[O-])ccc1Cl)Cc1ccc(Br)cc1 | -13 | -4 | 0.7 | -2.2 | 3.1 | 20 | 7 | -9 | -4 | -3
Cc1ccccc1N1CCN(Cc2nc(Cc3ccccc3F)no2)CC1 | 26 | -2 | 0.4 | -2.5 | -2.1 | 2 | 3 | 0 | -2 | 19
O=C(CCNC(=O)c1ccccc1Cl)NCC1COc2ccccc2O1 (configuration not stated) | nt | nt | -0.3 | -0.6 | nt | 3 | 4 | 5 | -1 | 9
O=C(CNC(=O)c1ccc(C(F)(F)F)cc1)NC1CC1 | nt | -3 | -2.1 | -1.2 | 0.2 | 1 | 12 | -3 | -1 | -3
O=C(CCC(=O)N1CCOCC1)NCCc1ccc(Cl)cc1Cl | 10 | -10 | -0.3 | -2.4 | 0.3 | -13 | 5 | 9 | -5 | 15
CN(C)Cc1c(C(=O)N/N=C/c2ccoc2)nnn1-c1nonc1N | 1 | 5 | 8.0 | -3.8 | 1.1 | -9 | 5 | 2 | -1 | 0
C=CCn1cc(-c2ccccc2)cc(C#N)c1=O | 16 | 4 | -0.9 | -3.6 | -3.2 | 3 | -6 | -1 | 73* | -74
COc1ccc(-n2nc(C(=O)N3CCN(c4ccc(F)cc4)CC3)c3ccccc3c2=O)c(OC)c1 | 14 | nt | 4.2 | -1.0 | nt | 5 | 1 | 13 | 8 | 11
COC(=O)C1=CO[C@@H](O[C@@H]2O[C@H](CO)[C@@H](O)[C@H](O)[C@H]2O)C2C(CO)=CCC12 (some centres not stated) | nt | 6 | 1.2 | -3.7 | 0.8 | -1 | 13 | 0 | -2 | -5
COC(=O)c1ccc(NC(=O)c2ccccc2NS(C)(=O)=O)cc1 | -9 | 2 | 5.2 | 0.5 | 3.0 | 16 | -4 | -15 | 5 | 12
Cc1ccc(OCC(=O)c2c[nH]c3ccccc23)c([N+](=O)[O-])n1 | 21 | -5 | nt | -2.2 | -4.8 | 8 | 0 | -11 | 3 | -5
O=S(=O)(Nc1nc2ccccc2s1)c1ccc(Cl)s1 | 33 | 0 | 0.9 | -2.2 | -0.6 | -3 | 4 | -9 | -3 | 4
CCOc1ccc(N(C(C)=O)c2nc(C)cc(C)c2C#N)cc1 | 25 | -4 | 0.0 | 1.0 | -0.9 | 8 | 6 | 2 | 1 | 1
O=C(Cc1cccc2ccccc12)N/N=C/c1ccc2cccc(O)c2n1 | 17 | 9 | -2.5 | -0.4 | 1.3 | 21 | 9 | 0 | 2 | 4
COc1ccc(NS(=O)(=O)c2cc(NC(=O)Cn3cnc4c3c(=O)n(C)c(=O)n4C)ccc2C)cc1 | 9 | -5 | -1.1 | -2.3 | 1.2 | 14 | -2 | 2 | 3 | 16
COc1ccc2[nH]c(C)c(CCNC(=S)Nc3cc(C)ccc3C)c2c1 | 4 | -3 | -0.8 | -0.2 | 0.1 | 4 | 9 | -9 | 0 | 5
Cc1ccc(NC(=S)N(CCC(C)C)C(C)c2ccncc2)c(Cl)c1 (configuration not stated) | -1 | 4 | -1.1 | -0.6 | -0.2 | 0 | -10 | -2 | 1 | -9
CC(C)Cn1c(-c2cc(Br)ccc2F)nc2c1c(=O)[nH]c(=O)n2CC(C)C | 27 | -1 | nt | -5.9 | 0.4 | -6 | 10 | -21 | 5 | 21
Cc1cc(C)c(S(=O)(=O)N2C=CC(C(F)(F)F)=NCC2)c(C)c1 | -37 | 2 | 0.7 | -0.9 | -0.3 | 5 | 7 | -33 | 1 | 28
CCOC(=O)c1sc2nc(C)nc(NCc3ccc(F)cc3)c2c1C | -8 | -19 | -1.4 | 2.1 | -1.1 | 15 | -3 | -1 | 41* | -9
CC(=O)Nc1ccc(C(=O)OCc2ccc(Cl)cc2)cc1 | -1 | -4 | 1.8 | -4.7 | 1.4 | 3 | 0 | -6 | -3 | 2
CCOc1ncccc1C(=O)OCC(=O)Nc1cc(S(=O)(=O)N2CCOCC2)ccc1C | -4 | 4 | nt | 0.6 | -0.4 | 1 | 0 | -1 | 3 | 22
CCOC(=O)C1CCN(c2c(NC3CCCc4ccccc43)c(=O)c2=O)CC1 (configuration not stated) | 3 | -1 | 9.7 | -1.8 | 0.1 | -4 | 8 | -4 | -2 | 1
O=C(CCc1ccc(S(=O)(=O)N2CCOCC2)cc1)Oc1ccccc1 | 15 | 6 | 4.3 | -0.2 | -0.8 | 7 | -2 | 1 | 2 | -3
CCOCCCNc1ncnc2c1nc1n2CCCC1 | 6 | nt | 0.1 | 0.4 | -3.1 | 2 | 4 | 10 | 0 | -5
COc1ccc(CCNC(=O)Nc2cccc([N+](=O)[O-])c2)cc1 | 24 | -6 | 2.0 | -3.5 | 2.0 | 8 | 0 | -5 | 12 | 4
O=C(CCNC(=O)c1ccc([N+](=O)[O-])cc1)Nc1cccc(S(=O)(=O)N2CCCCCC2)c1 | nt | -8 | 0.6 | 1.9 | -0.4 | 15 | -10 | -5 | 4 | 10
O=C1/C(=C/c2ccccc2)N=C(N2CCOCC2)N1c1cccc(Cl)c1 | 40 | -9 | 12 | -1.1 | -2.3 | 32* | 2 | 7 | 11 | -8
CCN1CCCC(Sc2nc3c([nH]2)c(=S)n(C)c(=O)n3C)C1 (configuration not stated) | 11 | -2 | nt | -4.6 | 0.5 | 14 | -8 | 4 | 4 | -23
COc1ccc(-c2c(N)nnc3c2[nH]c2ccccc23)cc1OC | 15 | -3 | 9.2 | -2.6 | 0.0 | 4 | 8 | ? | 16 | -10
CCc1ccc(NC(=O)c2cccc(NC3=NC4CS(=O)(=O)CC4S3)c2)cc1 (configuration not stated) | 2 | 0 | -0.2 | -3.9 | -0.1 | -6 | 7 | -6 | -1 | -8
CC(=O)Nc1ccc(NC(=O)C2CC(=O)Nc3ncnn32)cc1 (configuration not stated) | 26 | -12 | -4.4 | 0.4 | -0.3 | 5 | 12 | -3 | 4 | -2
Cc1ccc(S(=O)(=O)N2CCC(C)CC2)c([N+](=O)[O-])c1 | 30 | -1 | 0.1 | -1.7 | 4.4 | 6 | -17 | 3 | 2 | -5
COc1cc(OC)c(C2C(C(=O)N3CCOCC3)=C(C)NC3=C2C(=O)CC(C)(C)C3)cc1OC (configuration not stated) | -23 | 10 | -1.3 | 0.4 | 0.0 | 13 | 5 | 4 | 2 | -4
O=C(O)CCC(=O)Nc1ccc(Br)cn1 | 8 | -6 | -1.1 | -2.9 | -2.0 | -8 | 11 | -8 | -3 | -3
Cc1ccc(S(=O)(=O)N/N=C/c2cccn2-c2ccc(Cl)cc2)cc1 | -14 | 2 | 1.7 | -2.8 | 0.6 | -2 | 2 | 1 | 1 | 5
COCCNC(=S)N1CCN(Cc2cccc(OC)c2)CC1 | 11 | 0 | nt | -3.7 | -2.8 | -6 | 6 | -4 | 0 | -11
O=C(NNC(=O)c1ccccc1[N+](=O)[O-])c1ccc(NC(=O)c2ccccc2)cc1 | 14 | 8 | -2.5 | -2.8 | -0.3 | -13 | 0 | -1 | -5 | -12
COC(=O)c1cc(C(=O)OCC(=O)c2ccc[nH]2)cc([N+](=O)[O-])c1 | nt | -4 | -7.1 | -1.2 | -0.8 | 17 | -4 | -5 | 3 | -4
Cc1ccc(NS(=O)(=O)c2ccc(-c3ccc(=O)[nH]n3)o2)cc1 | -15 | -23 | -1.5 | -4.4 | -0.8 | -11 | -1 | 0 | -10 | 14

Three records drawn at random from the list so far:
SMILES | VHR inh abs | Rv3671c protease | BioA inh | FadD28 FP inh | UGM FP inh | GDH-TPI counter | MazF activator | BoNT-F LC inh | FBA Mtb inh | CCHFV vOTU inh
CC(=O)Nc1ccc(C(=O)OCc2ccc(Cl)cc2)cc1 | -1 | -4 | 1.8 | -4.7 | 1.4 | 3 | 0 | -6 | -3 | 2
COc1cc(OC)c(C2C(C(=O)N3CCOCC3)=C(C)NC3=C2C(=O)CC(C)(C)C3)cc1OC (configuration not stated) | -23 | 10 | -1.3 | 0.4 | 0.0 | 13 | 5 | 4 | 2 | -4
COc1ccc(CCNC(=O)Nc2cccc([N+](=O)[O-])c2)cc1 | 24 | -6 | 2.0 | -3.5 | 2.0 | 8 | 0 | -5 | 12 | 4

Other results
SMILES | VHR inh abs | Rv3671c protease | BioA inh | FadD28 FP inh | UGM FP inh | GDH-TPI counter | MazF activator | BoNT-F LC inh | FBA Mtb inh | CCHFV vOTU inh
Cc1ccc(C(=O)N/C(=C\c2sccc2C)C(=O)NCCCN2CCOCC2)cc1 | -46 | -1 | -0.4 | -2.9 | -1.8 | 14 | 9 | -5 | 6 | 19
CCOc1ccc(-c2cc(C(=O)Nc3cccc(C(F)(F)F)c3)[nH]n2)c(C)c1 | nt | nt | -1.1 | -2.6 | nt | -3 | nt | 3 | -3 | -4
Cc1cc(-c2nnc(SCC(=O)Nc3ccccc3C(F)(F)F)n2N)n[nH]1 | -18 | -11 | 0.0 | -0.9 | 1.8 | 1 | -1 | 3 | -2 | 13
CCOc1ccc2ccccc2c1/C=N/NC(=O)c1cc(C)[nH]n1 | -30 | 8 | 0.2 | -5.9 | -0.8 | 5 | 7 | 4 | 1 | 1
COc1cc2c(cc1NC(=O)CCCCCN1C(=O)CCC1=O)oc1ccccc12 | -12 | -2 | 1.7 | -2.1 | -1.5 | 17 | -6 | -2 | -6 | -8
Cc1onc(C(=O)N2C(C)CCCC2C)c1[N+](=O)[O-] (configuration not stated) | -13 | -1 | nt | -3.1 | -0.8 | -8 | 4 | -2 | -3 | -19
Nc1nnc(CSc2ccc(Cl)cc2)s1 | 14 | 3 | 0.1 | -1.9 | 1.8 | 6 | -3 | -4 | 4 | 6
CC(C)c1ccc(CC(C)C2C3=C(CCCC3=O)OC3=C2C(=O)CCC3)cc1 (configuration not stated) | 16 | -12 | -0.8 | -1.0 | -0.6 | -3 | -9 | -6 | 0 | -1
O=C(O)CSc1nc(-c2ccc(Cl)cc2)nc2c1oc1ccccc12 | -14 | -32 | 7.5 | -24 | 3.7 | 14 | -5 | -1 | -1 | 9
O=C(Cn1cc(S(=O)(=O)Cc2cccc(F)c2)c2ccccc21)N1CCOCC1 | 24 | 4 | -0.5 | 0.8 | 0.5 | -2 | 0 | 7 | 3 | -5
Cc1cnc(CN2CCCC(C(=O)c3ccc4c5c(cccc35)CC4)C2)[nH]1 (configuration not stated) | 10 | 2 | nt | -2.5 | 0.3 | 7 | -4 | -8 | 6 | -15
COc1cccc(-n2c(Cc3cc(=O)[nH]c(=O)[nH]3)nnc2SC(C)C)c1 | 15 | -1 | -3.1 | -2.5 | -0.1 | -3 | -1 | -2 | 2 | 9
CN1CCN(CC(=O)NC23CC4CC(CC(C4)C2)C3)CC1 | 1 | 4 | nt | -2.6 | 1.6 | -4 | 11 | 0 | 5 | -6
Cc1ccc(Oc2nc3ccccc3n3c(C)nnc23)c(C)c1 | 0 | 0 | 1.6 | 1.3 | -0.9 | 6 | 5 | -4 | 5 | 5
CC(NC(=O)C1CCC1)c1ccc(Cl)cc1 (configuration not stated) | -8 | 5 | 0.6 | -0.8 | 1.0 | -1 | 4 | -11 | 1 | -10
CCOC(=O)N1CCN(C(=O)c2ccc(OC)c(OC)c2)CC1 | -10 | 8 | -0.2 | -2.9 | 3.2 | -8 | 7 | -8 | -3 | 6

By substructure, those above with a thiophene ring, fused or not
SMILES | VHR inh abs | Rv3671c protease | BioA inh | FadD28 FP inh | UGM FP inh | GDH-TPI counter | MazF activator | BoNT-F LC inh | FBA Mtb inh | CCHFV vOTU inh
O=S(=O)(Nc1nc2ccccc2s1)c1ccc(Cl)s1 | 33 | 0 | 0.9 | -2.2 | -0.6 | -3 | 4 | -9 | -3 | 4
CCOC(=O)c1sc2nc(C)nc(NCc3ccc(F)cc3)c2c1C | -8 | -19 | -1.4 | 2.1 | -1.1 | 15 | -3 | -1 | 41* | -9
Cc1ccc(C(=O)N/C(=C\c2sccc2C)C(=O)NCCCN2CCOCC2)cc1 | -46 | -1 | -0.4 | -2.9 | -1.8 | 14 | 9 | -5 | 6 | 19

Rows were taken by chance; any-hit rate near 4.9%.
